Hep lipid drop = inhibitors of hepatocyte lipid droplet formation, primary screen, imaging, high-throughput imaging, BODIPY stain; AML12 mouse hepatocytes, oleate lipid droplets; inhibition, % at 6.5 µM; 240,000 compounds, 0.4% hits; AID 1656, 2009;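 active = lipid droplet intensity inhibited by at least 50%, with more than 500 cells counted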
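Assay system: AML12 hepatocytes (mouse) / Also added: 100 µM oleic acid challenge / Times: overnight treatment with compound plus oleate / Detection: high-content imaging of BODIPY-stained droplets and DAPI nuclei / Evaluation: % inhibition of lipid droplet signal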
Hep lipid drop cells 6.5 µM = also measured in Hep lipid drop; calls as there; cell count; measured here: cell count, cytotoxicity flag;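 cells counted across two imaged fields per well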
Starred values were filed as active, the others as inactive.

The line under a structure holds: Hep lipid drop, Hep lipid drop cells 6.5 µM
COc1ccccc1NC(=O)CSc1nnnn1-c1ccccc1F
    -3, 790
Cc1ccc(Cl)cc1S(=O)(=O)N1CCC(C(=O)NC2CCN(Cc3ccccc3)CC2)CC1
    -28, 789
CN(CC(=O)Nc1cccc(F)c1)C(=O)c1ccc(N2CCOCC2)c([N+](=O)[O-])c1
    0, 766
CCCN(CCC)C(=O)c1ccc2c(c1)N(CC)C(=O)c1ccccc1S2(=O)=O
    11, 401
COc1ccc(CNC(=O)c2c(O)c3ccccc3n(C)c2=O)cc1
    9, 831
CC(NC(=O)c1c(F)cccc1Cl)c1ccc(-n2ccnc2)cc1 (configuration not stated)
    16, 641
O=C(NC(=S)Nc1ccc(Cl)cc1Cl)C1CC1
    -1, 801
COc1ccc(NC(=S)NC(=O)C2CCCCC2)cc1
    -13, 676
Fc1ccc(OCCCn2ccnc2)cc1
    -2, 842
COc1ccc(Cl)cc1NC(=O)CN1CCN(Cc2ccccc2)CC1
    -8, 795
Cc1cc(=O)n2nc(N3CCC(C(=O)NCc4ccccc4F)CC3)sc2n1
    2, 745
CCOc1ccc(NC(=O)CSc2nnc(C)n2CC)cc1
    -1, 839
CNC(=O)C(=O)NCC(c1cccs1)S(=O)(=O)c1ccc(F)cc1 (configuration not stated)
    -4, 727
COc1ccc(NC(=O)CCC(=O)Nc2cc(OC)c(NC(=O)c3ccco3)cc2OC)c(OC)c1
    46, 836
COc1cc(NS(=O)(=O)c2ccc(NC(=S)NC(=O)c3ccccc3)cc2)nc(OC)n1
    2, 747
COc1ccc(S(=O)(=O)N2CCC(C(=O)NCCC(=O)NCc3ccncc3)CC2)cc1
    -8, 724
COc1ccc(NC(=O)Cc2nnc(SCC(=O)c3ccc(F)cc3)n2C)cc1
    28, 692
CCOC(=O)N1CCN(C(=O)c2c(-c3c(Cl)cccc3Cl)noc2C)CC1
    12, 756
O=C(CSc1ncccn1)NCc1ccc2c(c1)OCO2
    -4, 821
Cc1cccc(C(=O)NCc2nnc(SCC(=O)Nc3nncs3)n2C)c1
    0, 789
Cc1ccc(S(=O)(=O)NC(=O)NC(C)c2ccc(F)cc2)cc1 (configuration not stated)
    7, 724
COc1cccc(N2CC(C)Cn3c2nc2c3c(=O)[nH]c(=O)n2C)c1 (configuration not stated)
    -3, 764
COc1ccc(CCNC(=O)CSc2nn3c(=O)c(C)nnc3s2)cc1OC
    -8, 815
CCC1=NN(C(=O)c2ccccc2O)C(O)(c2ccccc2)C1 (configuration not stated)
    5, 850
CCOCCCNC(=O)c1ccccc1NC(=O)C1=C(C)OCCS1
    13, 818
Cc1ccc(S(=O)(=O)N2CCCC2)cc1C(=O)NC1CCCCC1
    -2, 756
Cc1ccc(SCCSc2nc(N)cc(=O)[nH]2)cc1
    2, 864
Nc1cc(C(=O)OCC(=O)NCCCc2ccccc2)ccc1Cl
    1, 821
Cn1c2ccccc2c(=O)c2cc(C#CC3(O)CCCCC3)ccc21
    16, 781
COc1cccc(N(CC(=O)NCCSCc2ccc(C)cc2)S(C)(=O)=O)c1
    -3, 779
O=C(Nc1cccnc1)C1CCCN(c2ncnc3c2nc2n3CCCCC2)C1 (configuration not stated)
    -10, 783
COc1ccc(/C=C2\CCC(C3CCCC3)C2=O)cc1OC (configuration not stated)
    -1, 809
COc1ccc(OC)c(NC(=O)COc2ccc(Br)cc2)c1
    18, 795
COc1ccc(CS(=O)(=O)CC(C)(O)c2ccccc2Cl)cc1 (configuration not stated)
    47, 801
Nc1ccc(-c2nnn(CC(=O)N3CCCCC3)n2)cc1
    7, 789
COc1ccc(CCNC(=O)c2ccc3c(c2)N(Cc2ccc(F)cc2)CCS3)cc1OC
    8, 818
COc1ccc(NC(=S)N2CCN(S(=O)(=O)c3ccc(OC)cc3)CC2)cc1
    -5, 731
O=C1OCCN1S(=O)(=O)Nc1ccccc1
    15, 867
CCN(CC)C(=O)CSc1nc2c(sc(=S)n2-c2ccccc2OC)c(=O)n1-c1ccccc1
    -9, 776
Cc1cc(C)n(CC(=O)N2CCCC(N3CCN(c4cccc(C(F)(F)F)c4)CC3)C2)n1 (configuration not stated)
    -12, 690
S=C(Nc1ccc(Oc2ccccc2)cc1)Nc1cccnc1
    -3, 848
COc1cc([N+](=O)[O-])ccc1NC(=S)N1CCOCC1
    5, 843
Cc1cc(Cl)c(S(=O)(=O)NC2CCCC2)cc1OCC(N)=O
    2, 829
CCS(=O)(=O)N1CCN=C1SCc1cccc(F)c1
    -1, 701
COC(=O)c1cc(OC(=O)CCc2ccc(OC)c(OC)c2)cc(C(=O)OC)c1
    -16, 695
Cc1occc1C(=O)N1CCCC(Nc2ccc(C(C)C)cc2)C1 (configuration not stated)
    0, 859
Cc1ccc(NS(=O)(=O)c2ccc(NC(=O)N3CCCCC3)cc2)cc1
    -30, 818
CCC(C)c1c(O)nc(SCC(=O)N2CCCCCC2)[nH]c1=O (configuration not stated)
    5, 806
CC1CCC(C(=O)NC(C(=O)NCCc2ccc(S(N)(=O)=O)cc2)C(C)C)CC1 (configuration not stated)
    1, 693
COc1cccc(C(C(=O)NC2CCCCC2)N(Cc2ccco2)C(=O)c2ccccn2)c1 (configuration not stated)
    -5, 818
Cc1cc(C)c(Cn2c3ccccc3c3cnn(CC(=O)NCCN4CCOCC4)c(=O)c32)c(C)c1
    -7, 714
COc1ccc(N2CCN(c3ncnc4scc(-c5ccc(C)cc5)c34)CC2)cc1
    -35, 709
CC(C)CNC(=O)COC(=O)C1c2ccccc2Oc2ccccc21
    -5, 882
Cc1c(CC(=O)NCCCC(=O)O)c(=O)oc2cc3occ(-c4ccccc4)c3cc12
    -2, 775
COc1ccc(NC(=O)c2cc(-c3cc(C)c(C)cc3O)n[nH]2)c(OC)c1
    10, 418
CCOC(=O)[C@@H]1[C@H]2COc3ccc(Br)cc3[C@@H]2N2C(=O)N(c3ccccc3)C(=O)[C@]12C
    7, 778
C/C(=N\NC(=O)c1ccccc1O)C1CC1
    -3, 753
CCOc1cc(C(=S)N2CCOCC2)ccc1OC(=O)c1ccc(C)cc1
    0, 875
COc1cccc(Nc2ncnc3sc(C)cc23)c1
    -1, 682
COc1cc(-c2cc(C(=O)N(C)Cc3ccccc3)c3ccccc3n2)cc(OC)c1OC
    1, 770

Next section.
The line under a structure holds: Hep lipid drop, Hep lipid drop cells 6.5 µM
CCC(CC)C(=O)Nc1nnc(S(=O)(=O)N2CCCc3ccccc32)s1
    -15, 713
CCn1c(SCC(=O)Nc2ccccc2F)nnc1-c1ccoc1C
    2, 822
CCOC(=O)c1sc(NC(=O)CC(C)c2ccccc2)nc1C (configuration not stated)
    -10, 784
COc1cccc(CNS(=O)(=O)c2c(C)[nH]c(C)c2C(=O)N2CCCC2)c1
    20, 731
CCOC(=O)Nc1ccc2c(CN3CCC(C(=O)OC)CC3)cc(=O)oc2c1
    4, 768
Cc1ccc(C(C)C)c(OCC(=O)NC2CCN(C)CC2)c1
    -4, 820
CCN(CC(=O)NCCCN1CCOCC1)S(=O)(=O)c1ccc(Cl)cc1
    3, 754
O=c1[nH]cnc(O)c1C(c1ccc(F)cc1)c1c(O)nc[nH]c1=O
    1, 747
CC(C)(C)NC(=O)CN(C(=O)C(=O)Nc1ccc2c(c1)OCCO2)N1CCOCC1
    -5, 765
CCOc1ccc(-n2c(C)c(C(C)=O)c3cc(OC(C)=O)ccc32)cc1
    -1, 787
CCCN1CCC(=O)N([C@H](COc2ccccc2)Cc2ccccc2)CC1
    -2, 810
O=C(NCCCN=C1NS(=O)(=O)c2ccccc21)c1ccc(F)cc1
    -1, 806
Cc1cc(Cl)ccc1NC(=O)c1ccc2c(c1)OCO2
    -16, 744
CCc1c(C)nc2c(-c3ccccc3)c[nH]n2c1=O
    5, 841
Cc1ccc2oc(=O)c3cc(C(=O)NCCCN4CC(C)CC(C)C4)sc3c2c1 (configuration not stated)
    -43, 769
CCOC(=O)N1CCC(NC(=O)CS(=O)Cc2nc(-c3ccccc3C)oc2C)CC1 (configuration not stated)
    -4, 703
O=C(Cc1ccccc1Cl)N1CCOCC1
    1, 818
CCOC(=O)c1c(-c2ccccc2)oc2ccc(OCC(=O)NN)cc12
    -1, 753
CCCCn1c(Nc2ccc(OC)cc2)nc2ccccc21
    -14, 793
CCOC(=O)N1CCN(C(=O)c2cc3cc(Cl)ccc3[nH]2)CC1
    -9, 797
CCCC(O)(c1ccc(OC)cc1)C(CN1CCOCC1)c1ccc(Cl)cc1 (configuration not stated)
    -5, 754
O=C(C(Cl)c1ccccc1)N1CCCC1 (configuration not stated)
    -58, 753
CC(C)CCN1CCC(n2nccc2NC(=O)c2ccc3c(c2)OCO3)CC1
    -11, 642
COc1ccc(Nc2cc(Nc3ccc(OC)cc3)ncn2)cc1
    -9, 763
Cc1ccc(S(=O)(=O)CCC(=O)OCC(=O)c2c(N)n(CC(C)C)c(=O)n(C)c2=O)cc1
    -18, 707
Cc1ccc(Nc2nc(N)c3ccccc3n2)cc1Cl
    -2, 761
COc1ccccc1NC(=O)NCCc1ccccc1
    3, 713
COCc1cc(C)n(CC(=O)Nc2ccc(N3CCOCC3)c(Cl)c2)c(=O)c1C#N
    -3, 710
COc1ccc(CN(C)C(=O)c2cccc(NS(=O)(=O)c3ccccc3)c2)c(OC)c1
    2, 707
COc1ccc(C)cc1N(CC(=O)NC1CCCC1)C(=O)Cn1nnc(-c2ccc(C)o2)n1
    -37, 705

Whole records as entered above. Order of screens: Hep lipid drop	Hep lipid drop cells 6.5 µM
`CCc1c(C)nc2c(-c3ccccc3)c[nH]n2c1=O` is entered as 5	841
`CC(C)(C)NC(=O)CN(C(=O)C(=O)Nc1ccc2c(c1)OCCO2)N1CCOCC1` is entered as -5	765

An excerpt of these results, in CSV form.
SMILES,Hep lipid drop,Hep lipid drop cells 6.5 µM
COc1ccccc1NC(=O)NCCc1ccccc1,3,713
CC(C)CCN1CCC(n2nccc2NC(=O)c2ccc3c(c2)OCO3)CC1,-11,642
CCC(CC)C(=O)Nc1nnc(S(=O)(=O)N2CCCc3ccccc32)s1,-15,713
Cc1ccc(C(C)C)c(OCC(=O)NC2CCN(C)CC2)c1,-4,820

Ordered by formula weight (descending): some entries from above
The line under a structure holds: Hep lipid drop, Hep lipid drop cells 6.5 µM
COc1cccc(CNS(=O)(=O)c2c(C)[nH]c(C)c2C(=O)N2CCCC2)c1
    20, 731
CC(C)CCN1CCC(n2nccc2NC(=O)c2ccc3c(c2)OCO3)CC1
    -11, 642
CCCN1CCC(=O)N([C@H](COc2ccccc2)Cc2ccccc2)CC1
    -2, 810
COc1ccc(Nc2cc(Nc3ccc(OC)cc3)ncn2)cc1
    -9, 763

Carrying on.
The line under a structure holds: Hep lipid drop, Hep lipid drop cells 6.5 µM
Cc1ccc(C)c(OCc2cc(C(=O)N3CC[C@@H]4CCCC[C@H]4C3)no2)c1
    -34, 546
CC(=O)c1cccc(NC(=O)Cn2cnc(S(=O)(=O)N3CCOCC3)c2)c1
    -2, 705
Cc1ccc(C2(c3ccc(C)cc3)NC(=O)N(CC(N)=O)C2=O)cc1
    -40, 820
CCCC(=O)NC(c1ccc(C(C)C)cc1)c1ccc2cccnc2c1O (configuration not stated)
    -52, 590
CCc1ccc(NC(=O)CCS(=O)(=O)c2ccc(Cl)cc2)cc1
    -1, 846
COc1ccc(-n2nc3c(N4CCC(C(=O)NCC(C)c5ccccc5)CC4)nnc(C)c3c2C)cc1 (configuration not stated)
    -7, 740
CN(C)S(=O)(=O)N1CCC(Oc2cccc(C(=O)N3CCCCCCC3)c2)CC1
    15, 853
C=CCN(C(=O)c1csnn1)C(C(=O)NC1CCCC1)c1c(F)cccc1Cl (configuration not stated)
    -12, 747
N#C/C(=C\c1cccnc1)C(=O)Nc1ccc(S(N)(=O)=O)cc1
    1, 831
COc1ccc(N2C(=NC(=O)C3CCCO3)SC3CS(=O)(=O)CC32)cc1 (configuration not stated)
    -22, 787
COCCC(=O)N1CCC(n2nccc2NC(=O)c2ccccc2C)CC1
    -6, 726
COc1ccc(NC2CCCN(C(=O)CCc3cccc(Cl)c3)C2)cc1 (configuration not stated)
    -43, 697
CCCNC(=S)N1CCC(C(=O)c2ccc(Cl)cc2)CC1
    25, 803
CCCCC(=O)Nc1nnc(SCC(=O)Nc2ccc(OC)cc2)s1
    -1, 825
Cc1ccc(NC(=O)CCc2nnc3ccc(N4CCOCC4)nn23)cc1C
    -13, 761
COc1ccc(NC(=O)NC2(C(=O)N3CCOCC3)CCCCC2)cc1
    5, 807
CC(C)Cc1ccc(CN2CCCC(NC(=O)c3cccc(-n4cnnc4)c3)C2)cc1 (configuration not stated)
    -10, 865
COc1cc(C(=O)NCC(=O)N/N=C/c2cccnc2)cc(OC)c1OC
    -7, 810
CN(C)S(=O)(=O)n1cc(/C=C(\NC(=O)c2ccccc2F)C(=O)N2CCCC2)c2ccccc21
    -10, 727
O=C(Nc1ccnn1C1CCN(C(=O)c2cccc(Cl)c2)CC1)C1CC1
    -40, 690
CC(C)CCNC(=O)C1CCCN(S(=O)(=O)c2ccc3c(c2)CC(C)N3C(=O)C2CC2)C1 (configuration not stated)
    1, 753
CCC(C)NC(=O)c1ccc2nc(-c3ccc(OC)c(OC)c3)c(-c3ccc(OC)c(OC)c3)nc2c1 (configuration not stated)
    4, 774
COc1cc(C2/C(=C(\O)c3ccc4c(c3)CC(C)O4)C(=O)C(=O)N2CCN2CCOCC2)cc(OC)c1OC (configuration not stated)
    5, 682
Cc1ccc(-c2ccc(SCC(=O)NC3CCCC3)nn2)cc1
    4, 850
Cc1ccc(NC(=O)COC(=O)CCCC2=NS(=O)(=O)c3ccccc3N2)cc1C
    -4, 693
COc1cc(OC)c(OC)cc1/C=N/n1c(C)nc2ccccc2c1=O
    15, 863
C/C(=N\NC(=O)c1cccc(O)c1)c1cccc(NC(=O)c2ccc(F)cc2)c1
    19, 699

A portion of the library; rates above refer to the full screens.
